High-throughput results deposited in PubChem by several laboratories.
NS5 inhibitors – Dengue-2 NS5 methyltransferase inhibitors, primary screen, biochemical, confirmation dose response (AID 588689); Dengue-2 NS5 methyltransferase capping enzyme assay, biochemical; higher % means a stronger effect; one-dose inhibition, % at 25 µM; IC50 in µM for titrated hits; actives 0.3% (n = 340,000); in the data active = a potency from the dose series; inconclusive = inhibition above about 29% without an active follow-up result
WT yeast gro inh – growth inhibition of WT yeast, mitochondrial fusion screen. actives 2.1% (n = 190,000). inhibition, % at 10 µM. mitochondrial fusion phenotypic screen, WT strain; in the data active = inhibition above about 58%; tested in S. cerevisiae
RSV antiviral HEp-2 – inhibition of RSV-induced cytopathic effect – HEp-2 cells, primary 10 µM value included (AID 2391). HEp-2 cells, RSV-induced CPE inhibition; higher % means a stronger effect. one-dose CPE inhibition, % at 10 µM; IC50 in µM for titrated hits. actives 0.13% (n = 310,000); in the data active = a potency from the dose series; inconclusive = CPE inhibition mostly from about 23% at the one dose, without a potency; inactive = the rest, 99 in 100 with CPE inhibition below about 21%; also: strong numbers were not always called active
GPR35 arrestin U2OS – GPR35 antagonists blocking zaprinast-driven arrestin recruitment, primary screen, imaging, U2OS, beta-arrestin-GFP, zaprinast agonist (AID 2058). U2OS GPR35 beta-arrestin-GFP translocation imaging, zaprinast antagonism; higher % means a stronger effect. one-dose inhibition, % at 10 µM; IC50 in µM for titrated hits. actives 0.052% (n = 290,000);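 active = inhibition of at least 50% with at least 30 cells and total cytoplasm GFP at most 10,000,000; inconclusive = under 30 cells or total GFP of 10,000,000 plus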
Autophagy HCS – alters autophagy in cells; calls only at 10 µM (by protocol); MEF GFP-LC3 puncta imaging; test concentration mostly 10 µM; actives 0.98% (n = 190,000);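 active = percentage of spot-positive cells more than 3 SD above its plate mean, without a fluorescence outlier flag or 80% toxicity; inconclusive = no clear call, values can overlap the other calls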;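 also: spot-positive cell cutoff set from DMSO-treated cells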
NTR1 ag – NTR1-driven beta-arrestin-GFP spot formation – imaging, U2OS cells, high content, primary screen (AID 493036). P30989. agonist mode. activation, % at 20 µM. actives 0.17% (n = 330,000);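 active = activation at or above 40% of the spot to cytoplasm intensity ratio, with at least 20 cells analyzed; inconclusive = wells under 20 cells, flagged as cytotoxic or low count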;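 also: 0% = DMSO without peptide and 100% = 100 nM NTR1 peptide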
Target sequence (P30989 whole entry, looked up): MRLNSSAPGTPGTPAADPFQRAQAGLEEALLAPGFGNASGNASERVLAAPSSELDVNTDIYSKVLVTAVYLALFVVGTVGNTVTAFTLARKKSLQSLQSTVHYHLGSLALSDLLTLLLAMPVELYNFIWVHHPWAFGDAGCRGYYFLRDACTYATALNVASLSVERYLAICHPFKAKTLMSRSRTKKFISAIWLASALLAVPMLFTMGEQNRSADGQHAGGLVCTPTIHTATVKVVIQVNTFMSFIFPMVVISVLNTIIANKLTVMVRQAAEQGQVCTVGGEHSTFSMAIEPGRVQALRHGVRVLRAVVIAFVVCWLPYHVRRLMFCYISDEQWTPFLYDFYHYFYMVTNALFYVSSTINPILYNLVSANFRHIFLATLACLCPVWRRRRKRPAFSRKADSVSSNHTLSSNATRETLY
AID2073 – disruptors of CaV2.2 binding to Mint1 – biochemical, HTRF (AID 2073); HTRF protein-protein interaction, Mint1-CaV2.2; higher % means a stronger effect; actives 0.19% (n = 290,000); one-dose inhibition, % at 20 µM; IC50 in µM for titrated hits; in the data active = inhibition mostly above about 51%, no sharp cut-off; inconclusive = no clear call, values can overlap the other calls; inactive = mostly below about 53%; also: some results filed as inactive read as strong as hits
K1F lysis inhibition – inhibition of K1F phage lysis, E. coli UTI89, bacterial capsule biogenesis inhibitors, alamar blue (AID 488966). E. coli UTI89 K1F phage lysis, alamar blue, 2 h; higher % means a stronger effect. one-dose inhibition, % at 100 µM; IC50 in µM for titrated hits. actives 0.02% (n = 340,000);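 active = phage lysis inhibition, versus mean bacterial control, above a set limit; inconclusive = no clear call, values can overlap the other calls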;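 also: capsule biogenesis inhibitors block K1F phage lysis so surviving cells raise fluorescence; higher fluorescence means more inhibition of phage lysis; actives were called in the ten point dose series up to 300 µM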
LYP inhibition – inhibitors of LYP phosphatase, biochemical, fluorescence intensity, uHTS (AID 1779); recombinant LYP phosphatase, fluorescence intensity; higher % means a stronger effect; one-dose inhibition, % at 11.5 µM; IC50 in µM for titrated hits; actives 0.054% (n = 290,000); in the data active = inhibition above about 50%;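 also: plate controls were vehicle with enzyme for no effect and no enzyme for full effect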
WT yeast gro inh mutant strain – also measured in WT yeast gro inh; calls as there; inhibition, %; mitochondrial fusion phenotypic screen, mutant strain inhibition
Autophagy HCS cell loss 18 h – also measured in Autophagy HCS; calls as there; toxicity, %; measured here: cell loss, nuclei count;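 cell loss after 18 h compound exposure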
NTR1 ag cell count 20 µM – also measured in NTR1 ag; calls as there; cell count; measured here: cell count, cytotoxicity flag
NS5 inhibitors pilot replicate – also measured in NS5 inhibitors; calls as there; inhibition, %; measured here: pilot screen replicate inhibition
The depositor's hits bear a star; [ ] = remark or other dose.

For Cc1ccc(S(=O)(=O)N2CCCC(CCC(=O)NCc3ccccc3F)C2)s1 (centres undefined) the results were NS5 inhibitors 0.8%, WT yeast gro inh 0.7, RSV antiviral HEp-2 1.8%, GPR35 arrestin U2OS 3.5%, Autophagy HCS inactive, NTR1 ag 1.5, AID2073 4.7%, K1F lysis inhibition -0.1%, LYP inhibition -7.4%, WT yeast gro inh mutant strain -6.3, Autophagy HCS cell loss 18 h -16.2 and NTR1 ag cell count 20 µM 49.
For Cc1ccc(-n2nc3ccc(N)cc3n2)c(C)c1 the results were NS5 inhibitors 0.0%, RSV antiviral HEp-2 1.6%, GPR35 arrestin U2OS -2.4%, NTR1 ag 0.7, AID2073 42.2%, K1F lysis inhibition 0.8%, LYP inhibition -8.5%, NTR1 ag cell count 20 µM 45 and NS5 inhibitors pilot replicate -5.2.
Screening Cc1ccc(C)n1C(CC(=O)O)c1ccc(C#N)cc1 (centres undefined) returned WT yeast gro inh 7.7, RSV antiviral HEp-2 0.3%, GPR35 arrestin U2OS -15.9%, Autophagy HCS inactive, NTR1 ag 1.9, AID2073 10.4%, LYP inhibition -2.9%, WT yeast gro inh mutant strain 9.6, Autophagy HCS cell loss 18 h 10.9 and NTR1 ag cell count 20 µM 25.
Screening CCOC(=O)c1cc(-c2ccc(C)c([N+](=O)[O-])c2)nc2c1c(=O)n(C)c(=O)n2C returned WT yeast gro inh -7.3, RSV antiviral HEp-2 2.3%, GPR35 arrestin U2OS 4.1%, Autophagy HCS inactive, NTR1 ag 9.5, AID2073 18.1%, LYP inhibition -7.6%, WT yeast gro inh mutant strain 14.3, Autophagy HCS cell loss 18 h -6.2 and NTR1 ag cell count 20 µM 75.
O=C(OCC(=O)N1CCCC1)c1cccc(Br)c1 was read as NS5 inhibitors 1.6%, RSV antiviral HEp-2 1.1%, GPR35 arrestin U2OS -4.8%, NTR1 ag 0.3, AID2073 10.1%, K1F lysis inhibition 0.5%, LYP inhibition -1.3% and NTR1 ag cell count 20 µM 44.
For CCc1nc(Nc2ccc(N3CCN(C(C)=O)CC3)cc2)c2oc3ccccc3c2n1 the results were NS5 inhibitors 1.1%, WT yeast gro inh -5.0, RSV antiviral HEp-2 -2.6%, GPR35 arrestin U2OS 16.1%, Autophagy HCS inactive, NTR1 ag 4.6, AID2073 1.9%, K1F lysis inhibition 0.8%, LYP inhibition -2.3%, WT yeast gro inh mutant strain -12.5, Autophagy HCS cell loss 18 h -1.2 and NTR1 ag cell count 20 µM 34.
For Nc1nonc1-n1nnc(C(=O)N/N=C/c2cccc(Cl)c2)c1CN1CCCC1 the results were NS5 inhibitors -0.3%, RSV antiviral HEp-2 2.2%, NTR1 ag 0.2, K1F lysis inhibition 0.2% and NTR1 ag cell count 20 µM 66.
`O=C1/C(=C/c2ccc(Cl)cc2)NC(=S)N1Cc1cccnc1` gave WT yeast gro inh 21.5, RSV antiviral HEp-2 -1.4%, GPR35 arrestin U2OS -2.2%, Autophagy HCS inactive, NTR1 ag 0.9, AID2073 -26.7%, LYP inhibition 9.1%, WT yeast gro inh mutant strain -2.1, Autophagy HCS cell loss 18 h 18.0 and NTR1 ag cell count 20 µM 33.
Screening CCOC(=O)c1ccc(S(=O)(=O)NC2CC2)cc1 returned NS5 inhibitors 5.8%, RSV antiviral HEp-2 3.4%, GPR35 arrestin U2OS 10.4%, NTR1 ag 0.5, AID2073 5.3%, K1F lysis inhibition 1.0%, LYP inhibition -7.5% and NTR1 ag cell count 20 µM 65.
`CCN(Cc1ccccc1)C(=O)c1cc2c(=O)oc3ccc(C)cc3c2s1` gave NS5 inhibitors 2.9%, WT yeast gro inh 9.7, RSV antiviral HEp-2 3.2%, GPR35 arrestin U2OS -6.2%, Autophagy HCS inactive, NTR1 ag 4.2, AID2073 15.6%, K1F lysis inhibition 5.7%, LYP inhibition -2.6%, WT yeast gro inh mutant strain -5.6, Autophagy HCS cell loss 18 h 3.7 and NTR1 ag cell count 20 µM 52.
`COc1ccc(S(=O)(=O)N2CCC(C(=O)NN3CCCCC3)CC2)cc1OC` gave NS5 inhibitors 0.4%, RSV antiviral HEp-2 1.9%, NTR1 ag 1.5, K1F lysis inhibition 0.5%[50 µM] and NTR1 ag cell count 20 µM 44.
`CCC(NC(=O)N(Cc1ccccc1)Cc1ccc2c(c1)OCO2)(C(F)(F)F)C(F)(F)F` gave NS5 inhibitors 1.2%, WT yeast gro inh -2.8, RSV antiviral HEp-2 16.1%, GPR35 arrestin U2OS 21.9%, Autophagy HCS inactive, NTR1 ag 0.0, AID2073 1.8%, K1F lysis inhibition 0.0%, LYP inhibition 3.3%, WT yeast gro inh mutant strain 3.0, Autophagy HCS cell loss 18 h 5.2, NTR1 ag cell count 20 µM 59 and NS5 inhibitors pilot replicate -4.0.
For COc1cccc(-c2nc(CS(=O)(=O)CC(=O)Nc3cc(C)ccc3C)c(C)o2)c1 the results were NS5 inhibitors -2.1%, WT yeast gro inh 8.8, RSV antiviral HEp-2 0.1%, GPR35 arrestin U2OS -3.2%, NTR1 ag -0.1, AID2073 7.3%, K1F lysis inhibition 0.7%, LYP inhibition -2.0%, WT yeast gro inh mutant strain 1.4 and NTR1 ag cell count 20 µM 43.
Screening O=C(CN1CCOCC1)Nc1cc(Cl)ccc1Cl returned NS5 inhibitors -4.2%, WT yeast gro inh 0.9, RSV antiviral HEp-2 6.2%, GPR35 arrestin U2OS 4.7%, Autophagy HCS inactive, NTR1 ag 2.0, AID2073 -0.5%, K1F lysis inhibition 0.3%, LYP inhibition -4.5%, WT yeast gro inh mutant strain -6.3, Autophagy HCS cell loss 18 h 3.6 and NTR1 ag cell count 20 µM 84.
Screening CCc1cccc2c(C#N)cn(CC(=O)NCCOC)c12 returned NS5 inhibitors -1.6%, WT yeast gro inh 8.8, RSV antiviral HEp-2 0.9%, GPR35 arrestin U2OS 14.6%, Autophagy HCS inactive, NTR1 ag -0.6, AID2073 5.7%, K1F lysis inhibition 0.2%, LYP inhibition -4.5%, WT yeast gro inh mutant strain 14.3, Autophagy HCS cell loss 18 h 9.6 and NTR1 ag cell count 20 µM 102.
CCCCCN1C(=O)/C(=C/c2c(N3CCc4ccccc4C3)nc3ccccn3c2=O)SC1=S was read as NS5 inhibitors inconclusive, RSV antiviral HEp-2 11.5%, NTR1 ag 1.7, K1F lysis inhibition 0.0% and NTR1 ag cell count 20 µM 65.
`Cn1nc(C(F)(F)F)c(-c2ccc(Br)cc2)c1NC(=O)Nc1ccc(F)cc1F` gave NS5 inhibitors -1.5%, GPR35 arrestin U2OS 10.9%, NTR1 ag 8.9, AID2073 6.3%, K1F lysis inhibition 0.5%, LYP inhibition 3.7% and NTR1 ag cell count 20 µM 53.
For CSc1cccc(NC(=O)CN(C)S(=O)(=O)c2cnc[nH]2)c1 the results were NS5 inhibitors -5.3%, RSV antiviral HEp-2 1.7%, GPR35 arrestin U2OS -15.9%, NTR1 ag -0.1, AID2073 -4.6%, K1F lysis inhibition -0.2%, LYP inhibition -9.6% and NTR1 ag cell count 20 µM 72.
For Cc1nn2c(-c3cccc(NC(=O)CSc4nc5ccccc5o4)c3)nnc2c2ccccc12 the results were NS5 inhibitors 0.0%, WT yeast gro inh -0.5, RSV antiviral HEp-2 13.9%, GPR35 arrestin U2OS -13.8%, Autophagy HCS inactive, NTR1 ag 7.5, AID2073 41.0%, K1F lysis inhibition 4.3%, LYP inhibition 1.8%, WT yeast gro inh mutant strain 26.2, Autophagy HCS cell loss 18 h -4.6 and NTR1 ag cell count 20 µM 64.
Fc1cccc(NC(=S)Nc2cccnc2)c1 was read as NS5 inhibitors -3.1%, WT yeast gro inh 2.2, RSV antiviral HEp-2 14.7%, GPR35 arrestin U2OS -5.8%, Autophagy HCS inactive, NTR1 ag 0.8, AID2073 5.4%, K1F lysis inhibition -0.1%, LYP inhibition -8.9%, WT yeast gro inh mutant strain 12.4, Autophagy HCS cell loss 18 h -12.1 and NTR1 ag cell count 20 µM 32.
CCN(CCCNC(=O)c1nn(C)c2c1CS(=O)(=O)c1ccccc1-2)Cc1ccccc1 was read as NS5 inhibitors 11.5%, RSV antiviral HEp-2 0.8%, GPR35 arrestin U2OS -0.1%, NTR1 ag -0.2, AID2073 9.8%, K1F lysis inhibition 0.5%, LYP inhibition -12.5% and NTR1 ag cell count 20 µM 60.
CCn1cc(C(=O)O)c(=O)c2cc(F)c(N3CCN(C(=S)NC(=O)c4cccc(F)c4)CC3)cc21 was read as NS5 inhibitors -4.6%, RSV antiviral HEp-2 -0.4%, GPR35 arrestin U2OS -5.6%, NTR1 ag 1.0, AID2073 -19.3%, K1F lysis inhibition 1.3%, LYP inhibition -1.2% and NTR1 ag cell count 20 µM 61.
For O=C(c1cccnc1)c1cccnc1 the results were NS5 inhibitors 1.0%, WT yeast gro inh -10.0, RSV antiviral HEp-2 0.4%, GPR35 arrestin U2OS 20.0%, Autophagy HCS inactive, NTR1 ag 1.6, AID2073 -0.6%, K1F lysis inhibition 0.2%[50 µM], LYP inhibition 0.1%, WT yeast gro inh mutant strain -11.4, Autophagy HCS cell loss 18 h 1.7 and NTR1 ag cell count 20 µM 66.
For Cc1nc2scc(-c3cccs3)c2c(=O)[nH]1 the results were NS5 inhibitors -1.6%, WT yeast gro inh 10.7, RSV antiviral HEp-2 15.0%, GPR35 arrestin U2OS -6.5%, Autophagy HCS inactive, NTR1 ag -0.1, AID2073 2.0%, K1F lysis inhibition 6.1%, LYP inhibition 2.2%, WT yeast gro inh mutant strain 1.4, Autophagy HCS cell loss 18 h -10.1 and NTR1 ag cell count 20 µM 84.
Cc1sc2ncnc(SCC(=O)N3CCCCC3)c2c1C was read as NS5 inhibitors -2.5%, RSV antiviral HEp-2 5.8%, GPR35 arrestin U2OS 18.9%, NTR1 ag 0.0, AID2073 6.0%, K1F lysis inhibition 0.0%, LYP inhibition -3.9% and NTR1 ag cell count 20 µM 43.
CCC(C)c1ccc(NC(=O)C/C(C)=N/NC(=O)c2cnccn2)cc1 (centres undefined) was read as NS5 inhibitors 2.6%, WT yeast gro inh -2.7, RSV antiviral HEp-2 3.6%, GPR35 arrestin U2OS -6.1%, Autophagy HCS inactive, NTR1 ag 0.9, AID2073 6.0%, K1F lysis inhibition 2.1%[50 µM], LYP inhibition -0.3%, WT yeast gro inh mutant strain -1.4, Autophagy HCS cell loss 18 h -12.5 and NTR1 ag cell count 20 µM 43.
Cc1cc(C(=O)N2CCC(C(N)=O)CC2)c(C)o1 was read as NS5 inhibitors -6.1%, RSV antiviral HEp-2 0.2%, NTR1 ag -1.7, K1F lysis inhibition 0.8%[50 µM] and NTR1 ag cell count 20 µM 54.
